Vif-A3G inh: Vif-A3G binding inhibition; 410,000 tested, 0.076% active; Potency, µM (top dose mostly 46.1 µM), for inactives: at the top dose activity, negative = active, hits mostly inhibitors; Q9HC16; HeLa A3G-eYFP + Vif (tagged APOBEC3G with the HIV-1 protein that degrades it), YFP fluorescence, overnight;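 note: potency is the fitted concentration of half-maximal effect; % is set by controls: 0 for no effect and ±100 for the full control effect; nearly all actives have a fitted effect of over 60% in size; hits raise eYFP signal because A3G escapes Vif-driven loss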
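Read-out is eYFP fluorescence (Ex 488/Em 500-530) from Vif-expressing HeLa A3G-eYFP cells; more signal means A3G escaped Vif-mediated degradation. Cells plated overnight, compound pinned in, incubated overnight at 37 deg C.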
Vif-A3F inh: blocks the Vif interaction with APOBEC3F; AID 602313; 390,000 tested, 0.2% active; HeLa A3F-eYFP + Vif (tagged APOBEC3F with the HIV-1 protein that degrades it), YFP fluorescence increase; Potency, µM (top dose mostly 46.1 µM), for the others: top-dose activity, negative = active; note: potency is the fitted concentration of half-maximal effect; % of control where 0% means no effect; nearly all actives have a fitted effect of over 65% in size
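HeLa cells stably expressing A3F-eYFP plus Vif, plated and incubated overnight at 37 deg C, then exposed to compounds overnight at 37 deg C. Blocked degradation read as raised yellow fluorescence (Ex 488/Em 500-530).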
D1 antagonist: blocks dopamine activation of the human D1 receptor; HEK293 TREx D1 cells, calcium flux, dopamine EC80; hits give low values; P21728; activity change, negative = inhibition, % at 10 µM; 360,000 tested, 3.2% active; in the data active = activity change below about -30%; note: % is set by controls: 0 for no effect and ±100 for the full control effect
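Tetracycline-induced HEK293 T-REx cells with force-coupled D1 receptor were loaded with a no-wash calcium dye. Compound was added after a 10 s baseline and read kinetically for 180 s; EC80 dopamine was then added and calcium flux followed another 180 s.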
D1 potentiator: potentiators of human D1 dopamine receptor; P21728; HEK293 TREx D1 cells, calcium flux, dopamine EC20 potentiation; potentiation, % at 10 µM; 360,000 tested, 0.036% active; AID 504651; in the data active = potentiation above about 30%; note: 0% is about no effect
D2 PAM: positively modulates the human D2 dopamine receptor allosterically; potentiation, % at 10 µM; HEK293 T-REx D2, calcium flux, EC20 dopamine potentiation; AID 485347; 340,000 tested, 0.34% active;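 active = potentiation over 3 SD above the plate norm, cut at about 30% in these data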; note: 0% is about no effect
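Calcium flux readout, no-wash dye, 1 read/s. Inducible HEK293 Trex D2 line, overnight 30 C. Compound alone 180 s (agonist flags), then EC20 dopamine, another 180 s to score potentiation.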
RXFP1 antag: RXFP1 (human) relaxin receptor antagonism. HEK293-RXFP1, relaxin-stimulated cAMP HTRF, 30 min; hits give low values. activity change, negative = inhibition, % at 57.5 µM. 350,000 tested, 0.59% active. AID 1259400;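 active = activity change of -60% or lower, but not beyond a set lower limit; inconclusive = change between -60% and -40%, or beyond the set limit; inactive = change above -40%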; note: % is set by controls: 0 for no effect and ±100 for the full control effect
Target sequence (Q9HBX9 whole entry, looked up): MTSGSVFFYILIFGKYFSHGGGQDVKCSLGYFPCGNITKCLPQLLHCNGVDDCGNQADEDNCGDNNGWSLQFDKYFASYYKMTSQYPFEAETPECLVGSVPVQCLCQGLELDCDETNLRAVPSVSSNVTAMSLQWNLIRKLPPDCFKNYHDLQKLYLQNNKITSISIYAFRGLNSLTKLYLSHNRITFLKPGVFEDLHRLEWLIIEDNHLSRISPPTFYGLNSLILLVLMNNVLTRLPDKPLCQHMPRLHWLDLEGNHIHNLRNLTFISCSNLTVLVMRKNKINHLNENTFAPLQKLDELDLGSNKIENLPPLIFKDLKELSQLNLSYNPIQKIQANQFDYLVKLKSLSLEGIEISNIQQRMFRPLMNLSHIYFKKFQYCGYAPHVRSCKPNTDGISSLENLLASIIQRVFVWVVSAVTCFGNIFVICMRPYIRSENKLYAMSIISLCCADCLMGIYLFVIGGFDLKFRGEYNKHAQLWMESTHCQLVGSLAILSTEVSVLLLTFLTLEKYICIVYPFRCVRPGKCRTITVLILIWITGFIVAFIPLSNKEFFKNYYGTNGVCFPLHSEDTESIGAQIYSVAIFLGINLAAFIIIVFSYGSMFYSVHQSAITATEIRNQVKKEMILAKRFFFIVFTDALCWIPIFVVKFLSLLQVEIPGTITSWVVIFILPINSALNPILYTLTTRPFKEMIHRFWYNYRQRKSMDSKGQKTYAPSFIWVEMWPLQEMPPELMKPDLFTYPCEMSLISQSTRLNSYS
D1 ag: agonists of human D1 dopamine receptor | P21728 | HEK293 T-REx D1 cells, calcium flux, agonist mode | activation, % at 2 µM | 360,000 tested, 1% active; in the data active = activation above about 30%; note: 0% is about no effect
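Inducible HEK293 T-REx D1 cells, force-coupled to calcium signalling, were plated at 4000 cells/well with tetracycline and held overnight at 30 C. After no-wash calcium dye loading, compound-evoked calcium rise over 180 s flagged agonists.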
Glioma ERSR ind: ER stress response induction in glioma; U87-MG GRP78 promoter luciferase reporter, 16 h; Potency, µM, inactives show top-dose activation, hits mostly activators; 420,000 tested, 0.02% active; note: potency is the fitted concentration of half-maximal effect; series mostly up to about 76 µM; % of control where 0% means no effect; nearly all actives have a fitted effect of over 35% in size
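Stably transfected U87-MG human glioma cells carrying a GRP78-based luminescent sensor were seeded at 1000 cells/well, pin-dosed with compounds and incubated 16 h. Luciferase reagent was then added, and end-point luminescence was read after 10 min at room temperature.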
RXFP1 agonist: activates the human relaxin receptor RXFP1 | Q9HBX9 | HEK293T-RXFP1 cAMP TR-FRET, 30 min; response scale: percent of porcine relaxin response, buffer zero | Potency, µM (top dose mostly 57.5 µM), for the others: at the highest dose activation, usual class: activators | 370,000 tested, 0.3% active; note: potency is the fitted concentration of half-maximal effect; % is set by controls: 0 for no effect and ±100 for the full control effect; nearly all actives have a fitted effect of over 60% in size; many of its hits are not listed in these tables
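HEK293T cells stably expressing RXFP1 were pretreated with the PDE4 inhibitor Ro 20174, exposed to compounds for 30 min at 37C, lysed, and cAMP was read by TR-FRET. Data normalized to buffer (basal) and 29 nM porcine relaxin (100%).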
* = called active by the depositor; ? = inconclusive; / = not tested or not shown; & = joins results of further samples. Unless noted, calls come from the whole dose curve; as a rule, active = well fitted curve in the direction sought with a large enough effect; inconclusive = small, poorly fitted or top-dose-only effect, or another doubt; inactive = no such curve, though single readings can be large; an effect the other way counts as inactive or inconclusive. An excerpt (hit frequency here may not be typical).

SMILES	Vif-A3G inh	Vif-A3F inh	D1 antagonist	D1 potentiator	D2 PAM	RXFP1 antag	D1 ag	Glioma ERSR ind	RXFP1 agonist
COc1cc(NS(=O)(=O)c2cc3c(cc2C)N(C)CCO3)cc(OC)c1OC	11%	0%	-5	-1	3	7	-2	-2%	?
COc1ccccc1C(=O)Nc1ccccc1N1CCOCC1	1%	-7%	17	-5	-4	3	3	-1%	1.5%
CN=c1sc(C(=O)Nc2cccc(Cl)c2)cc(=O)n1C	-2%	-6%	-3	-6	-12	-4	6	5%	-1.2%
O=C(NCc1ccc(Cl)cc1Cl)c1ccc2nc[nH]c2c1	-6%	1%	-8	-6	8	-9	7	-8%	3.0%
O=Cc1sc(Nc2ccccc2)nc1Cl	?	25µM*	-29	4	3	-4	16	4%	9.8%
COc1cc(/C=N/NC(=O)NC2CCCCC2)ccc1O	1%	-4%	-17	2	-8	-3	0	2%	2.1%
CC(C)CC(=O)N1CCN(C(=O)CCC2CCCC2)CC1	2%	5%	-3	0	-6	9	2	-7%	2.5%
CCOC(=O)c1sc2nc(-c3cccnc3)ccc2c1N	-1%	-20%	5	-1	11	1	1	1%	26%
C[Si](C)(C)n1ccnc1	-1%	2%	-4	-2	1	/	4	-1%	0.4%
Cc1ccc(NC(=O)C2CCCN2C(=O)NC2CCCCC2)cc1F (configuration not stated)	0%	-20%	-3	-1	-4	-3	2	0%	0.8%
COc1ccc(C)cc1NC(=O)C1C2C=CC(C2)C1C(=O)O (configuration not stated)	2%	1%	-22	-3	-3	-3	1	-6%	-0.5%
Cc1ccc(NC(=S)N(CCCN2CCOCC2)Cc2ccccn2)cc1Cl	-2%	-2%	-8	-4	-3	-1	8	-4%	0.4%
O=c1c2cccc3c2c(nn1CN1CCOCC1)-c1ccccc1-3	-11%	5%	6	1	9	-3	0	-5%	6.4%
COC(=O)c1ccc(NC(=O)CNCc2ccncc2)cc1	2%	1%	6	-7	12	-16	4	-3%	0.1%
O=C(COC(=O)c1ccccc1Br)NCc1ccccc1	-1%	-10%	-10	-1	-7	-1	2	2%	0.8%
CC1CCCCC1NC(=O)COC(=O)c1ccc([N+](=O)[O-])o1 (configuration not stated)	0%	-8%	-6	-6	/	39	1	1%	1.9%
COc1ccc(C(=O)CC(=O)O)c2c1C=CC(C)(C)O2	-1%	-1%	-9	0	5	-1	1	-1%	0.4%
CC1(C(=O)NC(=S)N(Cc2ccccc2)c2ccccn2)CC1(Cl)Cl (configuration not stated)	0%	-11%	-15	-4	9	-4	1	1%	0.9%
N#Cc1ccccc1OCC(=O)Nc1ccccc1C(=O)NC1CC1	4%	-23%	8	-9	1	18	0	-3%	0.3%
COc1cc(C2c3c(-c4c(C)cc(C)cc4O)n[nH]c3C(=O)N2CCCOC(C)C)cc(OC)c1OC (configuration not stated)	/	/	2	4	7	0	0	/	-0.3%
Cc1nn(-c2ccccc2)c2nc(N)c(C(N)=O)cc12	-2%	8%	3	-6	9	1	1	-5%	0.1%
COc1ccc(N(CC(=O)NCCc2ccccc2)S(=O)(=O)c2ccccc2)c(OC)c1	2%	3%	3	-2	18	/	3	-2%	1.5%
C=CCSC1=N/C(=C\c2ccc3c(c2)OCO3)C(=O)S1	-1%	-1%	22	-8	-5	-5	3	-2%	0.4%
COc1ccccc1CCc1nnc(CCC(=O)NCCC2CCCCO2)o1 (configuration not stated)	-7%	5%	/	/	/	-3	/	0%	/
CCN(CCCCCN(C)C)Cc1cc2ccccc2o1	0%	0%	-11	-4	-13	2	8	-4%	2.9%
CCCCS(=O)(=O)/C=C/[C@H]1[C@H](S(=O)(=O)CCCC)[C@H]2C=C[C@@H]1C2	-1%	-8%	-9	-6	-7	-3	0	-4%	0.8%
Cc1ccc(-c2nc(SCC(=O)NCC3CCCO3)c(-c3ccc(Cl)cc3)[nH]2)cc1 (configuration not stated)	1%	3%	-14	-2	-9	-4	-4	-5%	1.2%
CCN(CC)S(=O)(=O)c1ccc2c(c1)N(CC(=O)NCCCN1CC(C)CC(C)C1)C(=O)CO2 (configuration not stated)	1%	-4%	-10	0	-9	1	1	-1%	0.5%
CC(O)CO (configuration not stated)	2%	0%	/	-2	0	/	1	-2%&-2%	0.8%
O=C(O)CCC(=O)N1CCCC1	1%	3%	27	2	5	9	-2	-1%	0.9%
Cc1csc2ncc(C(=O)NCCC(c3ccccc3)c3ccccc3)c(=O)n12	-1%	-5%	6	3	1	-7	0	0%	1.4%
CCOC(=O)C=C1CCN(c2ncc(C(F)(F)F)cc2Cl)CC1	4%	-1%	-4	0	0	-2	2	-4%	1.7%
CS(=O)(=O)O/N=C1\CCCCC1c1ccc([N+](=O)[O-])cc1[N+](=O)[O-] (configuration not stated)	7%	?	4	0	-2	0	5	-3%	-0.7%
Cc1ccccc1-n1nnc2c(=O)oc3ccccc3c21	-21%	3%	-5	1	9	-91*	-3	-17%	-1.4%
O=C(NCc1ccccc1Cl)C1CCN(S(=O)(=O)c2ccc(F)cc2)CC1	-7%	10%	-2	-2	4	-1	1	-1%	-0.5%
Cc1cccc(COCC(Cc2ccccc2)N2CCN(C(=O)c3ccc(Cl)c(Cl)c3)CCC2=O)c1 (configuration not stated)	1%	4%	7	-3	1	/	4	0%	0.3%
CCC(C)[C@H](NC(=O)Nc1ccc(Oc2ccccc2)cc1)C(=O)O (some centres not stated)	-4%	0%	6	2	13	1	-1	7%	1.3%
O=C(Nc1ccc(Cn2nnc3ccccc32)cc1)c1ccco1	-10%	5%	-13	-7	-6	-1	12	0%	-0.9%
Cc1ccccc1OCCC(=O)Nc1ccccc1C(=O)NC1CC1	2%	-15%	-3	1	2	1	2	2%	-0.6%
CCN1CCc2c(sc(NC(=O)c3ccc(S(=O)(=O)N4CCCC(C)C4)cc3)c2C(=O)OC)C1 (configuration not stated)	-25%	?	17	-2	-16	/	-2	6%	-15%
CCc1cc(=O)oc2cc(OCC(=O)OC)c(Cl)cc12	-1%	-1%	-8	-3	/	0	1	-3%	1.8%
Fc1ccc(CNC(=S)NCc2ccccc2)cc1	0%	-3%	-23	-8	-8	0	15	0%	-0.3%
O=C(NCCN1CCOCC1)c1ccc(/C=C2\Sc3ccccc3N(Cc3ccc(F)cc3)C2=O)cc1	3%	3%	-16	-6	-11	-82*	7	-6%	0.0%
COCCn1c(COc2ccccc2)nnc1SCC(N)=O	1%	-3%	-1	-1	5	2	1	-4%	2.2%
Oc1ccc(Br)cc1C1Nc2ccccc2S1 (configuration not stated)	-3%	-2%	-3	9	3	-10	5	-4%	23%
COc1ccc(/C=C(\NC(=O)c2ccc(Cl)cc2)C(=O)NCCCN2CCOCC2)cc1OC	-1%	-17%	24	3	-1	-4	4	-1%	-2.2%
CCS(=O)(=O)c1ccc(N=Nc2ccc(O)c3ncccc23)c(OC)c1	2%	-12%	0	-11	-4	15	1	-2%	10%
COC(=O)c1sc(=S)n(-c2cc(F)ccc2F)c1N	-3%	-4%	10	-2	8	-1	-1	-3%	-0.1%
CN(C)S(=O)(=O)n1cc(/C=C(\NC(=O)c2ccccc2F)C(=O)NCCCN2CCOCC2)c2ccccc21	7%	-8%	17	-8	-8	22	-1	-5%	6.1%
CC(=O)NCCn1c(SCc2cccc([N+](=O)[O-])c2)nc2ccccc2c1=O	0%	-13%	-5	-9	10	2	5	-3%	-1.5%
O=C(Nc1cccnc1)c1cccc(S(=O)(=O)Nc2cccc(Cl)c2)c1	3%	2%	-11	-5	-9	5	1	-7%	1.2%
Fc1cnc(Cl)nc1NC1CCCCC1	1%	-5%	4	-3	8	8	1	-3%	4.5%
Cc1cccc(/C(N)=N/OC(=O)c2ccoc2C)c1	-5%	5%	-2	0	10	-16	1	-2%	-0.6%
Cc1cc(/C=C(\C#N)C(=O)NC2CCCCCC2)c(C)[nH]1	-26%	?	3	-5	-25	-11	1	4%	2.8%
CSc1nsc(SCC(=O)Nc2ccc(OC(C)=O)cc2)n1	-8%	-1%	-9	-3	-3	1	6	2%	0.1%
Cc1ccc(C(=O)NC(C)c2ccc(-n3ccnc3)cc2)c(C)c1 (configuration not stated)	-1%	4%	-16	-8	/	11	2	-1%	2.3%
COc1cc(N(C(C)=O)c2ccc(O)cc2)c2ncccc2c1	-1%	-3%	/	/	/	-3	/	-4%	/
N/C(=N\OC(=O)c1cccs1)C1(c2ccc(Cl)cc2Cl)CC1	0%	4%	-9	-2	6	-115*	0	0%	0.6%
COc1ccc(CN2CCC(C)CC2)cc1OCc1ccccc1	3%	-3%	-14	-7	-3	-6	6	-6%	2.0%
Cc1nn(Cc2ccccc2)c(C)c1NC(=O)CSc1nc(C2CC2)nc2c1cnn2-c1ccccc1	1%	-6%	12	7	13	6	2	-5%	2.8%
O=C(CSc1nnc(NC2CC2)s1)NN1C(=O)NC2(CCCCC2)C1=O	0%	2%	2	/	/	3	5	-1%	0.5%
CCN1/C(=C/C=C2/SC(=Nc3cccc4ncccc34)N(C)C2=O)Sc2ccccc21	-22%	3.5µM*	/	/	/	-5	/	-2%	/
NC1=NC[C@@H](Cc2ccc(O)cc2)N1CC1CCCCC1	1%	-6%	11	-3	-7	/	2	-3%	1.2%

Part of the list above in order of length of the SMILES, lowest first.
SMILES	Vif-A3G inh	Vif-A3F inh	D1 antagonist	D1 potentiator	D2 PAM	RXFP1 antag	D1 ag	Glioma ERSR ind	RXFP1 agonist
CN=c1sc(C(=O)Nc2cccc(Cl)c2)cc(=O)n1C	-2%	-6%	-3	-6	-12	-4	6	5%	-1.2%
NC1=NC[C@@H](Cc2ccc(O)cc2)N1CC1CCCCC1	1%	-6%	11	-3	-7	/	2	-3%	1.2%
COc1cc(N(C(C)=O)c2ccc(O)cc2)c2ncccc2c1	-1%	-3%	/	/	/	-3	/	-4%	/
O=c1c2cccc3c2c(nn1CN1CCOCC1)-c1ccccc1-3	-11%	5%	6	1	9	-3	0	-5%	6.4%
COc1ccc(/C=C(\NC(=O)c2ccc(Cl)cc2)C(=O)NCCCN2CCOCC2)cc1OC	-1%	-17%	24	3	-1	-4	4	-1%	-2.2%

Screens (PubChem BioAssay)
